# Assay outcomes from PubChem.
# GPR151 ag – human GPR151 activation | PathHunter beta-arrestin GPR151 cells, luminescence | Q8TDV0 | 1% of 650,000 active | AID 1508602 | activation, % at 11.2 µM; in the data active = activation above about 4.9%;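 note: 0% = median of compound wells and 100% = cells with positive control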
# Target sequence (Q8TDV0 whole entry, looked up): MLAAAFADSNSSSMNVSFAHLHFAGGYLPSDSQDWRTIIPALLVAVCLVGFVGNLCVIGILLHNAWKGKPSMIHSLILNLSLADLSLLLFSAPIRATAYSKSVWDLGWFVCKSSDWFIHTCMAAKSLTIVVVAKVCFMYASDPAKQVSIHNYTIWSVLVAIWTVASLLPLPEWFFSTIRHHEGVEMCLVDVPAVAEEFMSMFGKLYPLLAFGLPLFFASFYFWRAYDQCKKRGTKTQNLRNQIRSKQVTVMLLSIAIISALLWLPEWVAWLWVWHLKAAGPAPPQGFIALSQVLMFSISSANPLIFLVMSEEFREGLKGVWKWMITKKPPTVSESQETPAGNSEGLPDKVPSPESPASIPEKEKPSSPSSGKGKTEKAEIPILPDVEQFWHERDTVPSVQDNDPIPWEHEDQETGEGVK
# MITF inh – human MITF inhibition, primary screen. AID 1259374. AlphaScreen MITF homodimerization, bead proximity signal. 0.91% of 650,000 active. inhibition, % at 2.6 µM. O75030; in the data active = inhibition above about 50%;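 note: 0% = vehicle wells with protein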
# Target sequence (O75030 whole entry, looked up): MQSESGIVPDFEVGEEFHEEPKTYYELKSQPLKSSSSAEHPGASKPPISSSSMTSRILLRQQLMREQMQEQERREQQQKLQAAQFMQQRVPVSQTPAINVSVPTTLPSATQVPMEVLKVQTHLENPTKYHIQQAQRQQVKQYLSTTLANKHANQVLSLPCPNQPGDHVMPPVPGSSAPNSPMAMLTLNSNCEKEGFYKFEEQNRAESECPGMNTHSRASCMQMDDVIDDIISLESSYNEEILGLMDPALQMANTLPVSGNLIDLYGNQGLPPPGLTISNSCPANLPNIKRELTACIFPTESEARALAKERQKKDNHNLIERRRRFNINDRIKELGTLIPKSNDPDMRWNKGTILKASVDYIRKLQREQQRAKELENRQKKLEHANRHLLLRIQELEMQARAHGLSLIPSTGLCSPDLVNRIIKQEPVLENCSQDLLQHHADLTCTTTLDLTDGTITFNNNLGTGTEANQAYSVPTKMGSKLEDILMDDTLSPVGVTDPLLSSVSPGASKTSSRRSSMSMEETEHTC
# FBW7 act – activators of human E3 ligase FBW7; normalized activity (activation), % at 26.1 µM; AlphaScreen FBW7–phospho-cyclin E peptide binding, activator screen; Q969H0; AID 1259310; 0.13% of 650,000 active; in the data active = normalized activity above about 1.9%;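 note: purified mutant Fbw7 with reduced substrate affinity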
# TEAD-YAP block – TEAD-YAP interaction inhibition. 1.4% of 640,000 active. HEK-TIYL cells, TEAD-Gal4/YAP UAS-luciferase luminescence. inhibition, % at 9.12 µM. AID 1259422; in the data active = inhibition above about 32%;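 note: 0% = median of test compound wells and 100% = reference inhibitor wells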
# Starred values were filed as active, the others as inactive; / = no result given.
(1) CC1CCCC(C)N1C(=O)COc1ccc([N+](=O)[O-])cc1Cl (configuration not stated)
(2) O=C(CC(NS(=O)(=O)c1ccc(Br)cc1)c1ccc(F)cc1)NO (configuration not stated)
(3) O=[N+]([O-])c1cc([N+](=O)[O-])c2nc3ccccn3c2c1
(4) O=c1cc(CSc2nnc(Cn3nnc4ccccc43)o2)c2ccccc2[nH]1
(5) c1ccc(CC2CCN(Cc3nnc(-c4ccc5c(c4)OCO5)o3)CC2)cc1
(6) O=C(CCCCn1c(=S)[nH]c2ccsc2c1=O)NCc1ccc2c(c1)OCO2
(7) CCSc1ccccc1C(=O)NCCS(=O)(=O)N1CCc2ccccc2C1
(8) O=C(Cc1ccc(Br)cc1)N/N=C/C=C/c1ccc([N+](=O)[O-])cc1
(9) CCN1CCN(S(=O)(=O)c2cc3c(cc2C)NC(=O)CO3)CC1
(10) COc1ccc(C(CC(=O)O)CC(=O)O)cc1
compound no.,1,2,3,4,5,6,7,8,9,10
TEAD-YAP block,0,6,5,6,10,-4,0,13,-1,-9
FBW7 act,0.2,0.0,0.0,0.0,0.1,0.1,0.0,0.0,-0.1,0.0
MITF inh,-6,6,5,-2,2,-8,-9,5,0,-2
GPR151 ag,-1.9,0.2,1.2,0.5,-0.4,0.8,-0.6,1.5,0.0,0.5

(11) CN(Cc1nc(-c2ccc3c(c2)OCO3)no1)CC1Cc2ccccc2O1 (configuration not stated)
(12) CCOC(=O)CSc1nc2c(c(-c3cccs3)c1C#N)CC/C2=C\c1cccs1
(13) Cc1sc2ncc(C(=O)NC(C)(C)CO)c(=O)n2c1C
(14) COC(=O)c1cc(OC)c(OC)cc1NC(=S)N1CCCC(CO)C1 (configuration not stated)
(15) COc1ccc(F)cc1S(=O)(=O)NCc1ccco1
(16) O=C1CSC(c2ccc(F)cc2)N1c1ccc(Oc2ccc(Cl)cc2)cc1 (configuration not stated)
(17) CCOC(=O)c1ccc(Nc2ccc([N+](=O)[O-])cc2-c2nc3nc(-c4cc(C(C)(C)C)cc5c4CCC5(C)C)cn3[nH]c2=O)o1
(18) COc1ccc(C(c2nnnn2Cc2ccc(F)cc2)N2CCN(C)CC2)c(OC)c1 (configuration not stated)
(19) Cc1nc(N/N=C/c2ccccc2[N+](=O)[O-])cc(N2CCCCC2)n1
(20) COc1ccc(OC)c2nc(-c3cccnc3)ccc12
compound no.,11,12,13,14,15,16,17,18,19,20
TEAD-YAP block,3,1,5,-4,-8,0,13,-4,6,-44
FBW7 act,0.3,0.0,0.0,0.2,0.0,0.0,0.3,-0.1,-0.6,0.0
MITF inh,-4,-5,3,-4,-4,6,2,2,7,-2
GPR151 ag,-1.2,0.0,-0.1,-1.1,-0.7,0.0,-1.1,3.0,0.1,-1.3

(21) CC(C)CNC(=O)C1CC(=O)N(Nc2ccccc2)C1 (configuration not stated)
(22) CC(=O)C1=C(O)C(=O)N(c2ccc(F)cc2)C1c1ccccc1F (configuration not stated)
(23) CC(=O)N1c2ccc(S(=O)(=O)N3CCCC3C(=O)Nc3cc(C)ccn3)cc2CC1C (configuration not stated)
(24) CCCN(CCC)C(=O)CSc1nc2n[nH]c(C)c2c(=N)n1-c1ccccc1Cl
(25) CC(C)(C)SCCNC(=O)c1ccc(Cl)cc1Cl
(26) O=C(NN=C1C2CC3CC1CC(Cl)(C3)C2)c1cccs1
(27) O=C1N(Cc2cccc(Cl)c2)C[C@@H]2C[C@@H](c3cccc4c3OCO4)N3CCC[C@@]123
(28) O=C(CSc1nc2c(sc(=S)n2Cc2ccco2)c(=O)n1-c1ccccc1)NC1CCCCC1
(29) CC(C)(C)NC(=O)C1Cc2ccccc2CN1S(=O)(=O)c1cccs1 (configuration not stated)
(30) Nc1cc(=O)[nH]c(SCC(=O)Nc2ccccc2C(=O)c2ccccc2)n1
compound no.,21,22,23,24,25,26,27,28,29,30
TEAD-YAP block,8,-3,-7,-22,-74,-57,1,8,-2,-4
FBW7 act,-0.1,0.0,-0.1,-0.1,-0.1,0.1,0.0,0.0,0.1,-0.3
MITF inh,-9,16,5,17,-7,11,-11,2,7,12
GPR151 ag,1.7,-0.8,0.9,1.2,-1.0,-3.9,-0.3,0.0,1.3,1.1

# One compound at a time, from the list above. Order of screens: TEAD-YAP block | FBW7 act | MITF inh | GPR151 ag
# Entry for COc1ccc(OC)c2nc(-c3cccnc3)ccc12 = -44 | 0.0 | -2 | -1.3
# Entry for O=C(CSc1nc2c(sc(=S)n2Cc2ccco2)c(=O)n1-c1ccccc1)NC1CCCCC1 = 8 | 0.0 | 2 | 0.0
# Entry for CC(=O)C1=C(O)C(=O)N(c2ccc(F)cc2)C1c1ccccc1F (configuration not stated) = -3 | 0.0 | 16 | -0.8

# (further entries)
(31) O=C(CCN1C(=O)c2cccc3cccc(c23)C1=O)NCC1CCCO1 (configuration not stated)
(32) O=C(O)CC(Cc1ccccc1)C(=O)Nc1ccccc1 (configuration not stated)
(33) N#Cc1c(-c2ccccc2Cl)cc(C2CC2)nc1N
(34) CC(=O)c1ccc(NC(=O)COC(=O)c2ccc(F)cc2F)cc1
(35) COC(=O)c1ccc(OC)cc1OC(=O)COc1cccc(C)c1
(36) COCCCNC(=O)c1noc2c1COc1ccc(C)cc1-2
(37) Cc1ccc2c(c1)N(C(=O)N1CCC(C(=O)NCc3ccc(Cl)cc3)CC1)CC(C)O2 (configuration not stated)
(38) c1cnc(Nc2nc(Nc3ccc4c(c3)OCO4)c3ncn(-c4ccsc4)c3n2)cn1
(39) CCCCN(CC)CCCNC(=O)c1cc2cc3ccc(OC)cc3nc2o1
(40) Cc1ccc(NCC(O)Cn2c3ccc(Br)cc3c3cc(Br)ccc32)cc1C (configuration not stated)
compound no.,31,32,33,34,35,36,37,38,39,40
TEAD-YAP block,-22,-9,-18,4,6,-44,7,-28,-15,-6
FBW7 act,0.0,0.2,-0.2,0.3,0.1,-0.3,-0.1,0.1,-0.2,0.0
MITF inh,1,11,-6,10,11,-4,4,6,-6,-6
GPR151 ag,-0.4,-0.1,0.9,1.5,3.1,3.8,1.1,-1.1,0.0,-1.0

# The last four entries of the section before come first, to join the parts:
(37) Cc1ccc2c(c1)N(C(=O)N1CCC(C(=O)NCc3ccc(Cl)cc3)CC1)CC(C)O2 (configuration not stated)
(38) c1cnc(Nc2nc(Nc3ccc4c(c3)OCO4)c3ncn(-c4ccsc4)c3n2)cn1
(39) CCCCN(CC)CCCNC(=O)c1cc2cc3ccc(OC)cc3nc2o1
(40) Cc1ccc(NCC(O)Cn2c3ccc(Br)cc3c3cc(Br)ccc32)cc1C (configuration not stated)
(41) CC(=O)NCCC(=O)Oc1c(C)cc(Br)cc1Cl
(42) O=C(NC1CC1)C1CCN(C2CCN(C(=O)/C=C/c3cccs3)CC2)CC1
(43) CN(Cc1cccc([N+](=O)[O-])c1)C1CCCCC1
(44) Cc1nc2cc(-c3ccccc3)nn2c(C)c1CCC(=O)O
(45) O=C(CS(=O)(=O)Cc1ccccc1)Nc1nc2ccc([N+](=O)[O-])cc2s1
(46) NC(=O)c1cccc(Nc2cnccn2)c1
(47) Cc1ccc(C)c(OCC(=O)NCCN(C)C)c1
(48) CC1(C)NC(=S)N(c2nc3ccccc3s2)N1
(49) Cc1ccc(CNC(=O)C2(NS(=O)(=O)c3cccc4cccnc34)CCCCC2)cc1
(50) CCCCc1nc(N2CCCCC2)c(C#N)c2c1CCCC2
compound no.,37,38,39,40,41,42,43,44,45,46,47,48,49,50
TEAD-YAP block,7,-28,-15,-6,-3,-4,4,51*,9,-2,1,-11,7,3
FBW7 act,-0.1,0.1,-0.2,0.0,0.1,-0.1,0.1,0.0,-0.1,0.0,-0.1,-0.2,0.0,-0.1
MITF inh,4,6,-6,-6,-11,-3,-1,6,-24,-1,11,-1,16,8
GPR151 ag,1.1,-1.1,0.0,-1.0,1.8,0.9,0.4,-5.2,0.9,2.2,-1.5,-0.4,0.5,-0.3

# Only MITF inh, FBW7 act and GPR151 ag, for some of the entries so far:
nr | Molecule | MITF inh | FBW7 act | GPR151 ag
23 | CC(=O)N1c2ccc(S(=O)(=O)N3CCCC3C(=O)Nc3cc(C)ccn3)cc2CC1C (configuration not stated) | 5 | -0.1 | 0.9
24 | CCCN(CCC)C(=O)CSc1nc2n[nH]c(C)c2c(=N)n1-c1ccccc1Cl | 17 | -0.1 | 1.2
25 | CC(C)(C)SCCNC(=O)c1ccc(Cl)cc1Cl | -7 | -0.1 | -1.0
26 | O=C(NN=C1C2CC3CC1CC(Cl)(C3)C2)c1cccs1 | 11 | 0.1 | -3.9
27 | O=C1N(Cc2cccc(Cl)c2)C[C@@H]2C[C@@H](c3cccc4c3OCO4)N3CCC[C@@]123 | -11 | 0.0 | -0.3

# (further entries)
(51) COc1ccc(COC(=O)N/N=C(\C)CC(=O)NCc2ccc(Cl)cc2)cc1
(52) Cc1cc(C(=O)COc2ncnc3sccc23)c(C)n1CC1COc2ccccc2O1 (configuration not stated)
(53) CCOC(=O)/C=C/C(=O)NNC(=O)c1ccccc1Cl
(54) CC(=O)OC[C@H]1O[C@H](CCO/N=C(\C)CCC(=O)OC[C@H]2O[C@H](C#Cc3ccccc3)C=C[C@@H]2Oc2ccc(C)cc2)C=C[C@@H]1OC(C)=O
(55) O=C(Nc1ccc(Cl)cn1)c1ccc(Cl)cc1
(56) O=[N+]([O-])c1ccccc1S(=O)(=O)Nc1ccc(S(=O)(=O)Nc2ncccn2)cc1
(57) COc1ccc(C2=NN(C(C)=O)C(c3cccc(OCc4cccc5ccccc45)c3)O2)cc1 (configuration not stated)
(58) O=C(Nc1ccccc1)C1c2cccc[n+]2CC(=O)N1c1ccc(Br)cc1 (configuration not stated)
(59) CC(C)C(OC(=O)COc1ccc(Br)cc1)C(=O)NC(N)=O (configuration not stated)
(60) O=C(O)c1ccccc1NC(=O)N(C1CC1)C1CCN(Cc2ccccc2)CC1
compound no.,51,52,53,54,55,56,57,58,59,60
TEAD-YAP block,-6,5,0,/,-3,12,-13,-9,-1,-1
FBW7 act,0.0,0.0,0.0,0.0,0.1,0.5,-0.1,-0.3,0.0,0.0
MITF inh,-1,14,-3,1,11,5,4,-6,11,2
GPR151 ag,0.3,-0.8,-0.5,2.0,-1.8,-0.9,0.1,-0.5,-0.2,-0.2

(61) COc1cc(NC(=O)C2CC(=O)NC3=C2C(=O)CCC3)c(OC)cc1Cl (configuration not stated)
(62) CC1CN(C(=O)COc2ccccc2C#N)CC(C)O1 (configuration not stated)
(63) CCCCOC(=O)c1ccc(NC(=O)c2ccc(Cl)cc2Cl)cc1
(64) O=C1NC2(CCN(C(=O)C3=Cc4ccccc4OC3)CC2)Nc2ccccc21
(65) O=C(Cc1ccccc1)N1N=C(C2CCCCC2)CC1(O)C(F)(F)F (configuration not stated)
(66) CCOc1ccccc1-c1nc(C(N)=O)c2[nH]c(=O)n(-c3ccc(Cl)cc3)c2n1
(67) COc1cc(S(=O)(=O)N2CCN=C2c2ccccc2)c(OC)cc1Br
(68) Cc1nc2c(-c3ccc(F)cc3)c(C)nn2c(C)c1CC(=O)NCc1ccccc1
(69) O=C1OC2(O)c3ccccc3C(=O)N2c2cc(Cl)ccc21 (configuration not stated)
(70) Cc1cccc(OCC(O)CN2CCCC2)c1 (configuration not stated)
compound no.,61,62,63,64,65,66,67,68,69,70
TEAD-YAP block,-17,-8,8,14,0,-2,2,4,-4,4
FBW7 act,0.5,0.0,0.2,0.6,0.1,0.3,-0.2,-0.1,0.3,0.0
MITF inh,18,1,12,12,10,9,8,9,4,-7
GPR151 ag,2.3,0.1,-0.3,-1.0,1.1,-0.3,-0.1,1.2,2.3,0.8

(71) COc1ccccc1C1C(C(=O)Nc2ccccn2)=C(C)NC2=C1C(=O)CC(C)(C)C2 (configuration not stated)
(72) Cc1nn(-c2ccccc2)c2sc(C(=O)C(C#N)c3ccccn3)cc12 (configuration not stated)
(73) COc1cc(C(=O)NCc2n[nH]c(=S)n2-c2ccc(F)cc2)cc(OC)c1OC
(74) COC(=O)[C@@H]1CCCN1C(=O)CC1(c2ccccc2F)CC(=O)N(C)C1=O (some centres not stated)
(75) COC(=O)CC1OC(=O)c2ccccc21 (configuration not stated)
(76) COc1ccc(C(=O)CC(=O)C(=O)NCc2ccccc2Cl)cc1
(77) CCCCCn1c(=O)c2ccccc2n2c(CN3C(=O)c4ccccc4C3=O)nnc12
(78) CCc1c(O)nc(SCC(=O)Nc2nc(C)cs2)[nH]c1=O
compound no.,71,72,73,74,75,76,77,78
TEAD-YAP block,-3,-4,-3,3,6,-3,-1,-4
FBW7 act,0.0,0.1,0.0,0.1,0.1,0.1,-0.1,0.0
MITF inh,5,4,14,5,9,-8,-7,20
GPR151 ag,0.0,-1.2,1.3,-0.3,0.1,0.7,-0.4,0.8
